# SW480 rerep = induces DNA re-replication in SW480 colon adenocarcinoma cells | SW480 DNA re-replication, Hoechst DNA content imaging, 48 h | Potency, µM (top dose mostly 46.1 µM), without a hit: at the top dose re-replication activation, hits mostly activators | 1.8% of 340,000 active | AID 624297; note: potency is the fitted concentration of half-maximal effect; % of control where 0% means no effect; nearly all actives have a fitted effect of over 55% in size
#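 Hoechst fluorescence of nuclei (405 nm excitation, 500-530 nm emission) measured by plate-scanning imager after 48 hr compound exposure at 37 C; re-replication scored as increased number of nuclei with elevated intensity.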
# HT1080-NT tox = kills 2HG-producing HT-1080-NT fibrosarcoma cells; Potency, µM (top dose mostly 46.1 µM), for the others: at the highest dose activity, negative = less viability, most hits filed as cytotoxic; HT-1080-NT fibrosarcoma viability, CellTiter-Glo ATP luminescence, 48 h; AID 686970; 1.6% of 360,000 active;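 note: NT is the 2HG producing partner of a matched IDH1 knockdown line; potency is the fitted concentration of half-maximal effect; 0% = DMSO-treated cells and -100% = media-only wells without cells; nearly all actives have a fitted effect of over 55% in size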
#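 HT-1080-NT; 750 cells/well; 5% FBS RPMI; 48 h compound, 37 degrees C; CellTiter-Glo luminescence; curve fitting and curve-class assignment.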
# S2 tox = cell viability loss in ATXN counter-screen | S2 cells (HEK-293 line with an ATXN2-luciferase reporter) viability, CellTiter-Fluor protease fluorescence, 24 h | Potency, µM (series often up to 56.7 µM), most hits filed as cytotoxic | 0.49% of 400,000 active; note: potency is the fitted concentration of half-maximal effect; nearly all actives have a fitted effect of over 40% in size
# HT1080 IDH1KD tx = kills HT-1080 cells with IDH1 knockdown; HT-1080 IDH1 knockdown viability, ATP luminescence, 48 h; Potency, µM (top dose mostly 46.1 µM), inactives show at the top dose activity, negative = toxicity, usual class: cytotoxic; 2% of 360,000 active; AID 686971;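 note: potency is the fitted concentration of half-maximal effect; 0% = DMSO wells and -100% = cell-free medium wells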
#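 CellTiter-Glo luminescence after 48 h compound exposure at 37 degrees C of IDH1-knockdown HT-1080 cells in 5% FBS RPMI. %Activity scaled between DMSO wells and cell-free media wells, with curves fitted and assigned curve classes.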
# IL-1B inflam inh = blocks inflammasome-driven IL-1 beta release. THP-1 LPS/ATP IL-1B secretion, AlphaLISA, 16 h; hits give low values. activity change, % at 57.5 µM. 4.7% of 360,000 active. AID 743279; in the data active = activity change below about -50%; inconclusive = mostly about -30% to -49%; note: % is set by controls: 0 for no effect and ±100 for the full control effect
#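 Secreted IL-1B measured by AlphaLISA bead assay after 16 h compound exposure of THP-1 cells; compounds (final up to 57.5 uM) added 1 h before LPS (250 ng/mL) and ATP (1.25 mM) stimulation; lower signal means less secretion.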
# MCF10A rerep = DNA re-replication induction in MCF 10a cells; MCF 10A DNA re-replication, Hoechst nuclear intensity, 48 h; Potency, µM (titrated, usually from 46.1 µM), for the others: top-dose activity, positive = re-replication, usual class: activators; 2.9% of 350,000 active; AID 624296; note: potency is the fitted concentration of half-maximal effect; % of control where 0% means no effect; nearly all actives have a fitted effect of over 50% in size
# HepG2 viability = kills HepG2 cells in TGF-b inhibitor counter-screen; HepG2 CAGA-GFP viability, ATP luminescence, 18 h; Potency, µM (doses to about 46.1 µM), without a hit: at the highest dose activity change, negative = cytotoxicity, hits mostly cytotoxic; 0.76% of 410,000 active; AID 588856; note: potency is the fitted concentration of half-maximal effect; some results filed as inactive show a strong effect at the top dose
#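 HepG2 CAGA-GFP cells (1000/well, DMEM with 1% FBS) received compound, then TGF-beta at 500 pg/mL final, and were incubated 18 hours at 37 degrees C. Viability was read by CellTiter-Glo luminescence. Media-only wells were set as complete cell-killing and DMSO as no toxicity.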
# KB-3-1 cytotox = kills parental KB-3-1 adenocarcinoma cells | KB-3-1 viability, CellTiter-Glo ATP luminescence, 72 h | Potency, µM (series often up to 46.1 µM), for inactives: at the highest dose activity change, negative = cytotoxic, actives largely listed as cytotoxic | AID 1347075 | 1.4% of 400,000 active; note: potency is the fitted concentration of half-maximal effect; % is set by controls: 0 for no effect and ±100 for the full control effect; nearly all actives have a fitted effect of over 60% in size
#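 Using CellTiter-Glo luminescence, growth of non-resistant KB-3-1 adenocarcinoma cells is assessed 72 h after pin-tool compound addition at 37 °C. Normalized responses across the concentration series yield fitted curves.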
# ATXN2 expr inh = reduces ATXN2 reporter expression in HEK-293 cells; HEK-293 ATXN2-luciferase reporter, luminescence, 24 h; Potency, µM (top dose mostly 57 µM), for the others: top-dose activity change, negative = inhibition, actives largely listed as inhibitors; 0.72% of 360,000 active; note: potency is the fitted concentration of half-maximal effect; % is set by controls: 0 for no effect and ±100 for the full control effect; nearly all actives have a fitted effect of over 55% in size
#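 qHTS (up to 57 uM final) was run with 24 h compound exposure of reporter cells at 37 °C. Each well was multiplexed: SteadyGlo luminescence measured ATXN2-luciferase expression after a fluorogenic Gly-Phe-AFC viability readout (25 uM final).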
# * hit, by the source's call; i = inactive; u = inconclusive; x = not tested or not shown; & = joins results of further samples; [ ] = remark or other dose. Unless noted, calls come from the whole dose curve; as a rule, active = well fitted curve in the direction sought with a large enough effect; inconclusive = small, poorly fitted or top-dose-only effect, or another doubt; inactive = no such curve, though single readings can be large; an effect the other way counts as inactive or inconclusive.
compound	SW480 rerep	HT1080-NT tox	S2 tox	HT1080 IDH1KD tx	IL-1B inflam inh	MCF10A rerep	HepG2 viability	KB-3-1 cytotox	ATXN2 expr inh
O=C(COC(=O)c1cccc(O)c1)NC(=O)Cc1ccccc1	-3%	9%	i	4%	10	1%	4%	20%	4%
COc1ccc(C(C)N2CC34C=CC(O3)C(C(=O)O)C4C2=O)cc1 (stereo unspecified)	0%	11%	i	12%	23	0%	-17%	-1%	5%
CCCNC(=O)c1ccc2c(c1)nc(C)n2-c1cccc(Cl)c1	-1%	3%	i	25%	-22	u	12%	-28%	-36%
Cc1ccc(C)n1-c1nnc(N2CCC(C(=O)NCCCN3CCN(C)CC3)CC2)s1	u	-3%	i	-10%	u	5%	-34%	-29%	-10%
Cc1cc(-c2ccccc2)nc(N(C)NC(=O)C2CC2)c1S(C)(=O)=O	1%	9%	i	12%	0	-38%[inhibitor]	0%	6%	-25%
COc1ccc(CNc2nc(SC)n[nH]2)cc1OC	-3%	11%	i	6%	17	-3%	-2%	0%	-1%
NS(=O)(=O)c1ccc(NS(=O)(=O)c2ccc(NC(=S)Nc3ccccc3)cc2)cc1	2%	1%	i	5%	36	-1%	9%	8%	6%[11.3 µM]
Cc1ccc(NC(=O)C2(c3cccs3)CCOCC2)cc1Cl	x	x	i	x	x	x	-13%	-2%	3%
COc1ccc(NC(=O)CN(C)C(=O)CSc2ccc3c(c2)OCCO3)cc1	-1%	0%	i	-1%	1	2%	3%	5%	2%
COc1cccc(OCC(O)CN2CCC(CN3C(=O)c4cccc5cccc(c45)C3=O)CC2)c1 (stereo unspecified)	u	18µM*	u	23µM*	-97*	u	14µM*	-17%	u
CC1CN(C(=O)c2cc3ccccc3cc2O)CC(C)O1 (stereo unspecified)	-7%	7%	i	2%	13	-2%	-23%	u	3%
COc1ccc(-c2ccc(C(=O)NCc3ccc(N(C)C)cc3)c3occc23)c(C)c1	x	-12%	i	u	-15	x	-20%	-1%	12%
Brc1ccccc1-c1nnc(CSc2nncn2-c2ccccc2)o1	2%	-2%	i	1%	0	9%	-3%	16%	2%
Cc1ccc(NC(=O)CCCNC(=O)c2ccc(Cl)cc2)cc1S(=O)(=O)N1CCCCC1	1%	u	i	-26%	-6	29%	4%	3%	-25%
CN1C(C(=O)NCc2cccc(C(F)(F)F)c2)CC2Cn3c(nc4cc(Cl)c(Cl)cc43)C21 (stereo unspecified)	-4%	-2%	i	4%	-20	19%	-21%	4%	-6%
Cc1ccc(OCC(=O)Nc2ccccc2F)cc1C	2%	u	i	-4%	-3	5%	-13%	22%	30%[activator]
CCC(=O)Nc1ccc2nc(C3CC3)n(Cc3ccc(C(C)(C)C)cc3)c(=O)c2c1	-16%	-5%	i	-2%	0	u	-25%	-3%	80%[activator]
Cc1ccsc1C1C2=C(CCCC2=O)Nc2ncnn21 (stereo unspecified)	1%	1%	i	0%	6	2%	-1%	11%	-6%
CCOC(=O)Nc1ccc(S(=O)(=O)N2CCC(C)CC2)cc1	-5%	-10%	i	-12%	0	u	-10%	5%	-31%
Cc1cccc(N2CCN(C(=O)CS(=O)(=O)c3cccc4nsnc34)CC2)c1C	x	x	i	x	x	x	-10%	1%	3%
COc1cccc(CN2CCC(n3nccc3NC(=O)CCCc3ccccc3)CC2)c1O	-10%	-3%	i	0%	14	-3%	-23%	-13%	x
CC1CC(C)CN(S(=O)(=O)c2ccc3c(c2)NC(=O)C(C)C(=O)N3)C1 (stereo unspecified)	-13%	-5%	u	6%	41	0%	-14%	-7%	-37%
O=C(Nc1nc(-c2ccccc2)cs1)C1CCCN(S(=O)(=O)c2cccc([N+](=O)[O-])c2)C1 (stereo unspecified)	-1%	-15%	i	-1%	-25	8%	-16%	-3%	-13%
O=C1C=CC(c2ccccc2)(c2ccccc2)CC1	14%	6%	i	3%	0	-4%	18%	-14%	-12%
COC(=O)[C@@]12CCCCN1[C@H](c1ccc(-c3ccc(OC)cc3)cc1)[C@H]1C(=O)N(C)C(=O)[C@H]12	-7%	11%	i	4%	-1	-2%	1%	-14%	-15%
O=C(NCCOCCn1c(=O)oc2ccccc21)Nc1ccc(Cl)cc1	x	x	i	x	x	x	-24%	-3%	-20%
NC(=O)COC(=O)CSc1cccc2cccc(Cl)c12	-11%	-13%	i	-15%	44	23%	-4%	16%	10%
Cc1cc(F)ccc1S(=O)(=O)N1CCCOC1CNC(=O)C(=O)NCCN1CCOCC1 (stereo unspecified)	-1%	12%	i	11%	i	3%	0%	-2%	-1%
CC1(C(=O)NS(=O)(=O)c2cccc(F)c2)CCN1C(=O)C1CCCCC1 (stereo unspecified)	x	4%	i	11%	-12	x	-9%	0%	5%
CC(C)NC(=O)NC(=O)COC(=O)CCOc1ccccc1	-10%	0%	i	-8%	32	-1%	-30%	-3%	4%
Cc1nn(-c2ccccc2)c(C)c1/C=N/NC(=O)c1cc(-c2cccc3ccccc23)n[nH]1	u	u	i	u	-15	u	-6%	1%	-29%
CCOC(=O)c1ccc(NC(=O)CCSCCc2ccccn2)cc1	-7%	10%	i	3%	23	6%	-30%	7%	-1%
Cc1ccc(CC(NC(=O)C2CCCCC2)C(=O)O)cc1 (stereo unspecified)	2%	1%	i	1%	49	-8%	4%	0%	2%
O=C1NC(=Nc2ccccc2Cl)S/C1=C\c1cccc([N+](=O)[O-])c1	-7%	u	i	-13%	-7	u	-27%	u	-24%
COc1cc(NS(=O)(=O)c2ccc(NC(=O)c3ccc(S(=O)(=O)N4CCCCC4)cc3)cc2)ncn1	2%	2%	i	4%	7	-6%	-3%	5%	-2%
Cc1cc(C)c2sc(NC(=O)C3=COCCO3)nc2c1	-1%	-1%	i	-22%	-58*	0%	-11%	-4%	31%[activator]
CC(NC(=O)c1cc(S(=O)(=O)N(C)C)ccc1Cl)C1CC2CCC1C2 (stereo unspecified)	1%	0%	i	-7%	21	9%	4%	u	-12%
Cc1ccccc1C(=O)Nc1c2c(nn1C(C)(C)C)CS(=O)(=O)C2	5%	18%	i	10%	11	3%	-11%	1%	-4%
C=C1CC[C@@H]2[C@](C)(CO)[C@H](O)CC[C@@]2(C)[C@@H]1/C=C/C1=CCOC1=O	3%	0%	i	10%	39	13%	-2%&-10%	-19%	x
CN1CCN(C(=S)c2cn(Cc3ccccc3F)c3ccccc23)CC1	-1%	-9%	u	-7%	10	-3%	-30%	-4%	-17%
COc1ccccc1NC(=O)C(=O)NCC1COc2ccccc2O1 (stereo unspecified)	18%	6%	i	-9%	-5	19%	-24%	-4%	36%
Cc1ccc(NC(=O)CN(C)C(=O)C(C)OC(=O)c2ccccc2NCCO)cc1 (stereo unspecified)	0%	-10%	i	-4%	12	2%	-19%	-1%	-3%
O=C(NCCc1ccccc1)c1cc(Nc2ccccc2)nc2ccccc12	x	x	i	x	x	x	-12%	-17%	-8%
COc1ccc(OC)c(NC(=O)CN(c2ccc(OC)c(Cl)c2)S(C)(=O)=O)c1	u	-25%	i	-5%	1	u	-8%	-3%	-9%
Cc1noc(C)c1C(=O)Nc1nc(-c2ccc(F)c(F)c2)cs1	-8%	-5%	i	11%	-2	-6%	-10%	-6%	17%

# Grouped by structure, the entries above with a tert-butyl group.
compound	SW480 rerep	HT1080-NT tox	S2 tox	HT1080 IDH1KD tx	IL-1B inflam inh	MCF10A rerep	HepG2 viability	KB-3-1 cytotox	ATXN2 expr inh
CCC(=O)Nc1ccc2nc(C3CC3)n(Cc3ccc(C(C)(C)C)cc3)c(=O)c2c1	-16%	-5%	i	-2%	0	u	-25%	-3%	80%[activator]
Cc1ccccc1C(=O)Nc1c2c(nn1C(C)(C)C)CS(=O)(=O)C2	5%	18%	i	10%	11	3%	-11%	1%	-4%

# Taken from above:
# IL-1B inflam inh result of Cc1ccccc1C(=O)Nc1c2c(nn1C(C)(C)C)CS(=O)(=O)C2 reads 11
# SW480 rerep result of CN1CCN(C(=S)c2cn(Cc3ccccc3F)c3ccccc23)CC1 reads -1%

# Random excerpt: 2 entries already listed
compound	SW480 rerep	HT1080-NT tox	S2 tox	HT1080 IDH1KD tx	IL-1B inflam inh	MCF10A rerep	HepG2 viability	KB-3-1 cytotox	ATXN2 expr inh
Cc1nn(-c2ccccc2)c(C)c1/C=N/NC(=O)c1cc(-c2cccc3ccccc23)n[nH]1	u	u	i	u	-15	u	-6%	1%	-29%
CCOC(=O)c1ccc(NC(=O)CCSCCc2ccccn2)cc1	-7%	10%	i	3%	23	6%	-30%	7%	-1%

# Single records (already shown). Values in the order: SW480 rerep, HT1080-NT tox, S2 tox, HT1080 IDH1KD tx, IL-1B inflam inh, MCF10A rerep, HepG2 viability, KB-3-1 cytotox, ATXN2 expr inh
# CN1CCN(C(=S)c2cn(Cc3ccccc3F)c3ccccc23)CC1 is listed with -1%, -9%, u, -7%, 10, -3%, -30%, -4%, -17%
# C=C1CC[C@@H]2[C@](C)(CO)[C@H](O)CC[C@@]2(C)[C@@H]1/C=C/C1=CCOC1=O is listed with 3%, 0%, i, 10%, 39, 13%, -2%&-10%, -19%, x
# O=C1NC(=Nc2ccccc2Cl)S/C1=C\c1cccc([N+](=O)[O-])c1 is listed with -7%, u, i, -13%, -7, u, -27%, u, -24%
# Cc1nn(-c2ccccc2)c(C)c1/C=N/NC(=O)c1cc(-c2cccc3ccccc23)n[nH]1 is listed with u, u, i, u, -15, u, -6%, 1%, -29%
# CCOC(=O)c1ccc(NC(=O)CCSCCc2ccccn2)cc1 is listed with -7%, 10%, i, 3%, 23, 6%, -30%, 7%, -1%
